HTT aggregate: reduces HttQ103-GFP aggregates in PC12 cells; PC12 HttQ103-GFP aggregates, Acumen cytometry, 40 h; Potency, µM (highest dose often 46.1 µM), without a hit: at the highest dose activity change, negative = inhibition, hits mostly inhibitors; 1.1% of 220,000 active; AID 1688; further: on the % scale 0 is the no-effect control and ±100 the full control effect; nearly all actives have a fitted effect of over 60% in size
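Read-out: GFP aggregate count by laser scanning cytometer (488 nm excitation, 500-530 nm emission, 1–25 µm objects >6 SD above background). Cells: PC12, inducible HTTex1-Q103-GFP, 100 nM tebufenozide; compounds titrated.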
HTT ATP protect: Huntington cell model cytoprotection by ATP luminescence. AID 1471. Potency, µM (doses to about 56.4 µM), for inactives: cytoprotection (ATP increase), usual class: activators. PC12 HTT-Q103 induced, cytoprotection, ATP luminescence, 40 h. 0.14% of 230,000 active;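 further: % of control where 0% means no effect; nearly all actives have a fitted effect of over 45% in size; toxic huntingtin expression switched on by the ecdysone agonist tebufenozide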
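ATP quantification (ATPlite) reports survival of PC12 cells in which tebufenozide, 100 nM final, switches on Htt exon 1 with 103 glutamines linked to GFP; compounds are titrated.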
SMN2 splice enh: increases expression of the SMN2 splice variant; HEK293 SMN2-luciferase splicing reporter, luminescence, 30-36 h; Potency, µM (titrated, usually from 46.1 µM), for the others: at the top dose activity change, positive = activation, hits mostly activators; 2.8% of 210,000 active; further: % of control where 0% means no effect; nearly all actives have a fitted effect of over 55% in size
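HEK293 cells carry an SMN2 minigene-luciferase reporter in which exon 7 inclusion puts luciferase in frame. Cells were seeded at 2000 cells/well, attached for 10-12 hours, then exposed to compounds for 30-36 hours at 37C before ONE-Glo luminescence.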
ALDH1A1 block: blocks purified human ALDH1A1 activity. Purified ALDH1A1, NADH fluorescence, propionaldehyde substrate. Potency, µM (top dose mostly 75.3 µM), inactives show at the highest dose activity, negative = inhibition, hits mostly inhibitors. 7.3% of 220,000 active. AID 1030; active means well fitted inhibition curve with a large enough effect, not every such curve was filed as active; inconclusive means small, poorly fitted or top-dose-only effect, or another doubt; inactive means no such curve, though single readings can be large or run the other way;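 further: plate controls were no enzyme wells and a reference inhibitor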
Active calls of the source: *; ? = inconclusive; · = no result given; & = joins results of further samples; [ ] = dose if it differs, or a comment. Unless noted, the call rests on the fitted dose curve; in most records, active means well fitted curve in the direction sought with a large enough effect; inconclusive means small, poorly fitted or top-dose-only effect, or another doubt; inactive means no such curve, though single readings can be large; an effect the other way counts as inactive or inconclusive. Potency means the concentration at half of the fitted maximal effect. Some of the compounds tested; rates above refer to the full screens.

[1] O=C(O)C[SH+]CC(=O)O.O=C(O)C[SH+]CC(=O)O.[Cu]
[2] C[N+]1(C)CCc2cc3c(cc2[C@@H]1[C@@H]1OC(=O)c2c1ccc1c2OCO1)OCO3
[3] O=S(=O)(NCCO)c1cc[c]([Sb](=[O])([OH])[OH])cc1
[4] C[Se]C[C@@H](N)C(=O)O
[5] Oc1ccc2c3c1O[C@@H]1c4[nH]c5c(c4C[C@@]4(O)[C@@H](C2)N(CC2CC2)CC[C@]314)C[C@]1(O)[C@@H]2Cc3ccc(O)c4c3[C@@]1(CCN2CC1CC1)[C@H]5O4
[6] CN1[C@@H]2CC[C@H]1CC(O[C@@H](c1ccccc1)c1ccccc1N)C2 (some centres undefined)
[7] Nc1ncnc2c1ncn2[C@@H]1O[C@@H](COP(=O)(O)CP(=O)(O)OP(=O)(O)O)[C@H](O)[C@@H]1O
[8] CCCN1CC[C@@H]2c3cc(O)ccc3CC[C@H]21
compound no. | 1 | 2 | 3 | 4 | 5 | 6 | 7 | 8
HTT aggregate | · | · | · | · | · | · | · | ·
HTT ATP protect | · | 6%[1.9 µM] | -4%[10 µM] | -14%[1.9 µM] | -12%[1.9 µM] | 20%[1.9 µM] | 6%[1.9 µM] | 16%[1.9 µM]
SMN2 splice enh | 2%[9.22 µM] | · | · | · | · | · | · | ·
ALDH1A1 block | · | · | · | · | · | · | · | ·

2 records drawn at random from those above:
[6] CN1[C@@H]2CC[C@H]1CC(O[C@@H](c1ccccc1)c1ccccc1N)C2 (some centres undefined)
[5] Oc1ccc2c3c1O[C@@H]1c4[nH]c5c(c4C[C@@]4(O)[C@@H](C2)N(CC2CC2)CC[C@]314)C[C@]1(O)[C@@H]2Cc3ccc(O)c4c3[C@@]1(CCN2CC1CC1)[C@H]5O4
compound no. | 6 | 5
HTT aggregate | · | ·
HTT ATP protect | 20%[1.9 µM] | -12%[1.9 µM]
SMN2 splice enh | · | ·
ALDH1A1 block | · | ·

Continued:
[9] COc1ccc(N2CCN(CCCN)CC2)cc1
[10] COc1cc2c(cc1OC)-c1c(OC)c(OC)c(CO)c3c1[C@H](C2)N(C)CC3
[11] C[C@@H](CO)NC(=O)[C@H]1C=C2c3cccc4[nH]cc(c34)C[C@H]2N(C)C1
[12] CC(C)[C@]1(NC(=O)[C@H]2C=C3c4cccc5[nH]cc(c45)C[C@H]3N(C)C2)O[C@@]2(O)[C@H]3CCCN3C(=O)[C@H](Cc3ccccc3)N2C1=O
[13] O=[N+]([O-])c1ccc(O[C@H]2O[C@@H](CO)[C@@H](O)[C@@H](O)[C@@H]2F)c([N+](=O)[O-])c1
[14] C=C(C)[C@H]1[C@H]2OC(=O)[C@@H]1[C@]1(O)C[C@H]3O[C@]34C(=O)O[C@H]2[C@]14C
[15] CCCCCCCCCCCCCC(=O)O[C@H]1[C@@H](C)[C@@]2(O)[C@@H](C=C(CO)C[C@]3(O)C(=O)C(C)=C[C@@H]23)C2C(C)(C)[C@]21OC(C)=O (some centres undefined)
[16] CC[C@@]12CCCN3CC[C@@]4(c5ccc(OC)c(O)c5N(C(C)=O)[C@H]4CC1)[C@H]32
compound no. | 9 | 10 | 11 | 12 | 13 | 14 | 15 | 16
HTT aggregate | · | · | · | · | · | · | · | ·
HTT ATP protect | 0%[0.074 µM] | -8% | -44%[inhibitor] | 6% | -21%[1.9 µM] | -3% | 12%[1.9 µM] | 29%
SMN2 splice enh | · | · | · | · | · | · | · | ·
ALDH1A1 block | · | · | · | · | · | · | · | ·

[17] COc1cc([C@@H](O)CN)ccc1O
[18] CCN(CC)c1ncnc2c1ncn2[C@@H]1O[C@@H](COP(=O)(O)OP(=O)(O)C(Br)(Br)P(=O)(O)O)[C@H](O)[C@@H]1O
[19] CC(C)C[C@H](NP(=O)(O)O[C@@H]1O[C@@H](C)[C@@H](O)[C@@H](O)[C@H]1O)C(=O)N[C@@H](Cc1c[nH]c2ccccc12)C(=O)O
[20] COc1cc2c(cc1OC)[C@]13CCN4CC5=CCO[C@@H]6CC(=O)N2[C@@H]1[C@H]6[C@@H]5C[C@H]43
[21] COC(=O)[C@H](N)CCCN=C(N)N[N+](=O)[O-]
[22] COc1cc(C[C@H](C)N)c(OC)cc1I
[23] N[C@]1(C(=O)O)CC[C@@H](C(=O)O)C1
[24] CCCC[N+]1(C)[C@@H]2CC(OC(=O)[C@@H](CO)c3ccccc3)C[C@H]1[C@H]1O[C@H]12 (some centres undefined)
compound no. | 17 | 18 | 19 | 20 | 21 | 22 | 23 | 24
HTT aggregate | · | · | · | · | · | · | · | ·
HTT ATP protect | -2%[1.9 µM] | 2%[1.9 µM] | -11%[1.9 µM] | 6% | 8%[1.9 µM] | 17%&1%[1.9 µM] | -7%[1.9 µM] | -8%[1.9 µM]
SMN2 splice enh | · | · | · | · | · | · | · | ·
ALDH1A1 block | · | · | · | · | · | · | · | ·

[25] N[C@H](Cn1ccc(=O)[nH]c1=O)C(=O)O
[26] CCN1C[C@@]2(COC(=O)c3ccccc3N3C(=O)C[C@H](C)C3=O)CC[C@H](OC)[C@@]34[C@@H]5CC6[C@@H](OC)C[C@@](O)([C@H]5[C@H]6OC)C(O)([C@@H]13)[C@@H](OC)[C@H]24
[27] O=C(O)/C=C\c1ccc[c]([Sb](=[O])([OH])[OH])c1
[28] C[C@H]1C(=O)O[C@H]2CCN3CC=C(COC(=O)[C@](C)(O)[C@@]1(C)O)[C@H]23
[29] NC[C@H](O)c1cc(O)c(O)cc1F
[30] Oc1ccc([C@H](O)C2CCCCN2)cc1O (some centres undefined)
[31] Cc1ncc2n1-c1ccc(Cl)cc1C(c1ccccc1F)=NC2
[32] [Hg+][c]1ccccc1
compound no. | 25 | 26 | 27 | 28 | 29 | 30 | 31 | 32
HTT aggregate | · | · | · | · | · | · | 19% | 3.2µM*
HTT ATP protect | -20%[1.9 µM] | 7% | 2%[10 µM] | -18% | 12%[1.9 µM] | · | -21% | -99%[inhibitor]
SMN2 splice enh | · | · | · | · | · | 11%[9.22 µM] | · | ·
ALDH1A1 block | · | · | · | · | · | 5%[13.5 µM] | · | ·

[33] C[C@]12CCC3C(CCC4=C(Cl)C(=O)CC[C@@]43C)C1CCC2O (some centres undefined)
[34] CN1C(=O)CC(=O)N(c2ccccc2)c2cc(Cl)ccc21
[35] CCCCCCCCCC(CC)c1ccc(S(=O)(=O)O)cc1 (centres undefined)
[36] C[N+](C)(C)CCOC(=O)C(O)(c1ccccc1)c1ccccc1
[37] CCC1(CC)C(=O)NC(=O)N(C)C1=O
[38] C=CCN(C1=NCCN1)c1c(Cl)cccc1Cl
[39] CC(C)(C)NCC(O)c1cc(Cl)c(N)c(C(F)(F)F)c1 (centres undefined)
[40] C#CC(C)(O)CC (centres undefined)
compound no. | 33 | 34 | 35 | 36 | 37 | 38 | 39 | 40
HTT aggregate | 26% | -14% | 6% | 15% | 20% | -4% | 5% | 7%
HTT ATP protect | ? | -6% | -34%[inhibitor] | 1% | 16% | -4% | 5% | -48%[inhibitor]
SMN2 splice enh | · | · | · | · | · | · | · | ·
ALDH1A1 block | · | · | · | · | · | · | · | ·

[41] Nc1nc(O)c(-c2ccccc2)o1
[42] c1ccc(OCc2ccc(CCCN3CCOCC3)cc2)cc1
[43] CNC(=O)Oc1ccccc1C(=O)Nc1ccccc1
[44] ClC1=C(Cl)C2(Cl)C(CBr)CC1(Cl)C2(Cl)Cl (centres undefined)
[45] C[C@](O)(CS(=O)(=O)c1ccc(F)cc1)C(=O)Nc1ccc(C#N)c(C(F)(F)F)c1
[46] CC[N+]1(CCOC(=O)C(O)(c2ccccc2)c2ccccc2)CCCCC1
[47] CCN(CC)C(=O)/C(Cl)=C(\C)OP(=O)(OC)OC
[48] NC(N)=NN=C(/C=C/c1ccc([N+](=O)[O-])o1)/C=C/c1ccc([N+](=O)[O-])o1
compound no. | 41 | 42 | 43 | 44 | 45 | 46 | 47 | 48
HTT aggregate | 3% | ? | 1% | -3% | -3% | 1% | 6% | 10µM*
HTT ATP protect | 7% | 18% | -23% | 26% | 9% | -2% | -3% | -99%[inhibitor]
SMN2 splice enh | · | · | · | · | · | · | · | ·
ALDH1A1 block | · | · | · | · | · | · | · | ·

Record cards (already shown). Screens in order: HTT aggregate, HTT ATP protect, SMN2 splice enh, ALDH1A1 block
ClC1=C(Cl)C2(Cl)C(CBr)CC1(Cl)C2(Cl)Cl (centres undefined) as listed: -3%, 26%, ·, ·
Nc1nc(O)c(-c2ccccc2)o1 as listed: 3%, 7%, ·, ·
c1ccc(OCc2ccc(CCCN3CCOCC3)cc2)cc1 as listed: ?, 18%, ·, ·
CNC(=O)Oc1ccccc1C(=O)Nc1ccccc1 as listed: 1%, -23%, ·, ·

Further records follow:
[49] CCOC(=O)C1(c2ccccc2)CCN(CCC(C#N)(c2ccccc2)c2ccccc2)CC1
[50] CCCCCCCCCC(=O)O[C@H]1CC[C@H]2[C@@H]3CCC4=CC(=O)CC[C@]4(C)[C@H]3CC[C@]12C
[51] C[C@]12CC[C@H](O)C[C@H]1CCC1C2CC[C@]2(C)[C@@H](c3ccc(=O)oc3)C[C@H]3O[C@]132 (some centres undefined)
[52] C[N+]1(C)CCCCC1COC(=O)C(O)(c1ccccc1)c1ccccc1 (centres undefined)
[53] C[N+]1(CCC(C(N)=O)(c2ccccc2)c2ccccc2)CCCCC1
[54] O=C1CC2OCC=C3CN4CCC56c7ccccc7N1C5[C@H]2[C@H]3C[C@H]46 (some centres undefined) (tested in a mixture with another compound)
[55] CN1C(=S)CN=C(c2ccccc2)c2cc(Cl)ccc21
[56] C[C@]12Cc3nonc3C[C@@H]1CC[C@@H]1[C@@H]2CC[C@@]2(C)[C@H]1CC[C@]2(C)O
compound no. | 49 | 50 | 51 | 52 | 53 | 54 | 55 | 56
HTT aggregate | -4% | 9% | 5% | 31% | 7% | 0% | 20% | -27%
HTT ATP protect | -16% | -14% | 0% | 42% | -9% | 0% | -16% | -49%[inhibitor]
SMN2 splice enh | · | · | · | · | · | · | · | ·
ALDH1A1 block | · | · | · | · | · | · | · | ·

[57] C=C1Nc2ccccc2C(=O)N1c1ccccc1C
[58] c1ccc(C2(N3CCCC3)CCCCC2)cc1
[59] O=c1n(Cl)c(=O)n(Cl)c(=O)n1Cl
[60] CC(C)(C)c1ccccc1O
[61] O=C(N1CCOCC1)C1(c2ccccc2)CCNCC1
[62] N[C@@H](CSC1c2ccccc2-c2ccccc21)C(=O)O
[63] CN1CCCC2(CCN(C(=O)c3ccncc3)CC2)C1
[64] N[C@H](Cc1ccc2oc3cc(=O)c4ccccc4c-3nc2c1)C(=O)O
compound no. | 57 | 58 | 59 | 60 | 61 | 62 | 63 | 64
HTT aggregate | 17% | 0% | 12% | · | · | · | · | ·
HTT ATP protect | 8% | -11% | -10% | -4% | 14%[10 µM] | 6%[10 µM] | -69%[inhibitor] | -10%[10 µM]
SMN2 splice enh | · | · | · | 5% | -13%[9.22 µM] | -3%[9.22 µM] | -14% | 1%[9.22 µM]
ALDH1A1 block | · | · | · | 32µM* | 12%[13.5 µM] | 7%[13.5 µM] | -1% | ?

[65] S=C=Nc1cccc2ccccc12
[66] CC[C@]1(OC(=O)CN)C(=O)OCc2c1cc1n(c2=O)Cc2cc3ccccc3nc2-1
[67] N=C(N)SCc1ccc(Cl)c2ccccc12 (tested in a mixture with another compound)
[68] Nc1ccc(Oc2ccc(N)cc2)cc1
[69] O=C(O)C[C@H]1OCC=C2CN3CC[C@]45c6ccccc6N[C@@H]4[C@H]1[C@H]2C[C@H]35
[70] Nc1ccc2ccccc2c1
[71] Nc1cc(Cl)ccc1O
[72] Nc1c(Cl)cc([N+](=O)[O-])cc1Cl
compound no. | 65 | 66 | 67 | 68 | 69 | 70 | 71 | 72
HTT aggregate | · | · | · | · | · | · | · | ·
HTT ATP protect | 12% | -72%[inhibitor][10 µM] | 24%&20%[10 µM] | -25% | 19%[10 µM] | -52%[inhibitor] | ? | -10%
SMN2 splice enh | 2% | -30%[inhibitor][9.22 µM] | 1%&5%[9.22 µM] | 6% | -5%[9.22 µM] | 8% | -34%[inhibitor] | 2%
ALDH1A1 block | ? | ? | -1%&-1%[13.5 µM] | ? | -8%[13.5 µM] | ? | 8.9µM* | ?
